# TEAD-YAP inh = TEAD-YAP interaction inhibition; HEK-TIYL cells, TEAD-Gal4/YAP UAS-luciferase luminescence; inhibition, % at 9.12 µM; 640,000 tested, 1.4% active; AID 1259422; in the data active = inhibition above about 32%;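 also: 0% = median of test compound wells and 100% = reference inhibitor wells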
# GPR151 ag = activators of human GPR151. PathHunter beta-arrestin GPR151 cells, luminescence. activation, % at 11.2 µM. 650,000 tested, 1% active. AID 1508602; in the data active = activation above about 4.9%;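 also: 0% = median of compound wells and 100% = cells with positive control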
# Target sequence (Q8TDV0 whole entry, looked up): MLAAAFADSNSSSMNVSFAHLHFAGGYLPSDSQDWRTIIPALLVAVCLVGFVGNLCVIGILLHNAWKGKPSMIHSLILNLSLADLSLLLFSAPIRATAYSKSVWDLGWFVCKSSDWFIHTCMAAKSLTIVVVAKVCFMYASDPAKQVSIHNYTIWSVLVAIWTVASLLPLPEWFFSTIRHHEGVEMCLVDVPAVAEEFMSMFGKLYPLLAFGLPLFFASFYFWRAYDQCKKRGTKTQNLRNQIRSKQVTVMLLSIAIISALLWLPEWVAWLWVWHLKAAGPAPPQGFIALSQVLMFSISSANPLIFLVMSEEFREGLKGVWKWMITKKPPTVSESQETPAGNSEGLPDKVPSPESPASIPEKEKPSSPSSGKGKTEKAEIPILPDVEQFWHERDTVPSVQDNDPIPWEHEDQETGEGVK
# MITF inh = human MITF inhibition, primary screen | AlphaScreen MITF homodimerization, bead proximity signal | 650,000 tested, 0.91% active | AID 1259374 | O75030 | inhibition, % at 2.6 µM; in the data active = inhibition above about 50%;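 also: 0% = vehicle wells with protein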
# FBW7 act = activators of human E3 ligase FBW7; Q969H0; AlphaScreen FBW7–phospho-cyclin E peptide binding, activator screen; normalized activity (activation), % at 26.1 µM; 650,000 tested, 0.13% active; AID 1259310; in the data active = normalized activity above about 1.9%;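 also: purified mutant Fbw7 with reduced substrate affinity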
# Target sequence (Q969H0 whole entry, looked up): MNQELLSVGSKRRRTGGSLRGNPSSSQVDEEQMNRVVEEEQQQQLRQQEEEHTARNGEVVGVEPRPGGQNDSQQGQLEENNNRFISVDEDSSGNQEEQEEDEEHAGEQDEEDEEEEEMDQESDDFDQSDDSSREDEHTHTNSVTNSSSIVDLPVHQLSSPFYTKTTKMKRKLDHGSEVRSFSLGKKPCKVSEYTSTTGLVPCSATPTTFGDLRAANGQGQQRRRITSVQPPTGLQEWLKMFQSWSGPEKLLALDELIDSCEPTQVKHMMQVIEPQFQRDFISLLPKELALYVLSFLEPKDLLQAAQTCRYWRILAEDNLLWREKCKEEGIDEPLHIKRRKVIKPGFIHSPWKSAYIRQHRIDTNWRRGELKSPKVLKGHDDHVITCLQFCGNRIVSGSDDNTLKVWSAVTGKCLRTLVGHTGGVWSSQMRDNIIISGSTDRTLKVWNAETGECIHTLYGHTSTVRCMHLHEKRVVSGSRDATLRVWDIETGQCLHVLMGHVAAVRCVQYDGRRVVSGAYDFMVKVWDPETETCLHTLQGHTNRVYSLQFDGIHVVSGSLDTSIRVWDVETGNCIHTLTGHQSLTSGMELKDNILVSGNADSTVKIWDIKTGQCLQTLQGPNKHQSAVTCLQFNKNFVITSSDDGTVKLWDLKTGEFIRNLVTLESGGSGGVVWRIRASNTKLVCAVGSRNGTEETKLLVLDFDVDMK
# An asterisk follows results filed as active; . = no result given.
(1) O=C(Nc1ccc(F)c(C(F)(F)F)c1)c1cnc2ccccn2c1=O
(2) c1ccc(-c2ccccc2OCCn2ccnc2)cc1
(3) CC(=O)C1=C(C)NC(=S)NC1c1ccccc1OC(C)C (configuration not stated)
(4) COc1ncnc2sc3c(c12)CCCC3
(5) COc1cc2ccccc2cc1C(=O)Nc1ccc(NC(=O)c2cccc(C)c2)cc1
(6) O=C(Nc1nnc(CCS(=O)(=O)c2ccc(Cl)cc2)s1)C1CCCCC1
Screen / compound no.,1,2,3,4,5,6
TEAD-YAP inh,-2,15,4,4,10,2
GPR151 ag,0.2,0.4,1.2,0.4,-1.3,-0.1
MITF inh,2,21,13,-9,11,2
FBW7 act,-0.1,-0.1,-0.1,-0.1,1.4,0.2

(7) O=C1CCC(=O)N1CNC1CCCCC1
(8) N=C1C(c2nc3ccccc3c(=O)[nH]2)=C(O)CN1c1ccc(Cl)c(Cl)c1
(9) COC(=O)N/N=C\c1cc(OC)c(O)c(Br)c1Br
(10) NC(=O)c1ccccc1OCC(=O)NS(=O)(=O)c1ccc(Cl)cc1
(11) c1ccc(Nc2cccc3nonc23)cc1
(12) NC(=O)C1CCN(c2nnnn2-c2ccccc2)CC1
Screen / compound no.,7,8,9,10,11,12
TEAD-YAP inh,5,-2,-2,0,-1,4
GPR151 ag,1.6,-1.8,-0.8,1.4,1.5,-0.6
MITF inh,-10,-10,12,10,-11,-2
FBW7 act,0.1,-0.2,0.1,0.0,0.0,0.0

(13) CCC(C)Oc1ccc(/C=C2/NC(=O)N(CC(=O)Nc3ccc(C)cc3)C2=O)cc1 (configuration not stated)
(14) O=c1[nH]c2ccccc2[n+]([O-])c1-c1ccccc1
(15) O=C1C2C3c4ccccc4C(C(=O)O)(c4ccccc43)C2C(=O)N1c1ccc(I)cc1 (configuration not stated)
(16) Cc1ccnc(Nc2nc3ccc(C)cc3n3cnnc23)c1
(17) COc1cc(-c2c(NC(=O)C(C)C)n(C)c3ccccc3c2=O)cc(OC)c1OC
(18) CCOC(=O)COc1ccccc1C1NC(=S)NC(C)=C1C(=O)OC (configuration not stated)
Screen / compound no.,13,14,15,16,17,18
TEAD-YAP inh,9,0,-4,13,1,4
GPR151 ag,-0.6,1.2,-0.2,0.8,1.9,1.1
MITF inh,23,3,8,-4,-16,-1
FBW7 act,0.1,0.0,-0.4,-0.2,-0.1,0.2

# 2 records picked at random from those above, as already listed:
(13) CCC(C)Oc1ccc(/C=C2/NC(=O)N(CC(=O)Nc3ccc(C)cc3)C2=O)cc1 (configuration not stated)
(16) Cc1ccnc(Nc2nc3ccc(C)cc3n3cnnc23)c1
Screen / compound no.,13,16
TEAD-YAP inh,9,13
GPR151 ag,-0.6,0.8
MITF inh,23,-4
FBW7 act,0.1,-0.2

# The listing continues.
(19) Nc1nonc1-c1noc(C2CC2c2ccccc2)n1 (configuration not stated)
(20) O=C1C2C(c3ccccc3)OC3(C(=O)c4ccccc4C3=O)C2C(=O)N1c1cccc(C(F)(F)F)c1 (configuration not stated)
(21) O=C(Nc1cccc(-c2cn3cccnc3n2)c1)C1CCCCC1
(22) COC(=O)/C(=C\C(=O)c1ccccc1)Nc1ccc(OC)cc1
(23) COc1ccc(OC)c(C(=O)c2ccc(C(=O)NCCCN3CCOCC3)cc2)c1
(24) O=C(Nc1ccc(Oc2ccc(Cl)cc2)cc1)c1cccnc1Cl
Screen / compound no.,19,20,21,22,23,24
TEAD-YAP inh,4,-8,-14,-39,10,11
GPR151 ag,-0.7,-0.1,1.4,-0.8,-1.4,2.2
MITF inh,-6,-5,4,7,14,5
FBW7 act,0.1,1.3,-0.3,0.1,0.2,0.0

(25) CSc1ccc(CC2(CCC(=O)N(C)Cc3ccc4nccnc4c3)CCC(=O)N2)cc1 (configuration not stated)
(26) COc1cc(/C=C(\C#N)C(=O)NC2CCCCC2C)cc(Cl)c1O (configuration not stated)
(27) COc1cccc(OC)c1OC(=O)/C=C/c1ccc(C)o1
(28) Cc1nc2ccccc2n1C1CCN(C(=O)Nc2ccccc2)CC1
(29) COc1ccccc1C(=O)Nc1c(-c2ccccc2)nc2cc(C)ccn12
(30) CCC(C)(C)C1CCc2c(sc(NC(=O)c3sc4cc(C)ccc4c3Cl)c2C(N)=O)C1 (configuration not stated)
Screen / compound no.,25,26,27,28,29,30
TEAD-YAP inh,4,31,-12,-6,-22,0
GPR151 ag,0.3,1.0,0.4,0.8,-1.2,0.4
MITF inh,-2,1,-6,-4,8,-2
FBW7 act,0.0,0.1,-0.2,0.0,-0.2,0.1

(31) CCCCOC(=O)N1CCN(C(=O)OCCCC)CC1
(32) O=c1c2c([nH]c3ccccc13)OCCC2
(33) CCOc1c(CNc2nnnn2C)cccc1OC
(34) COc1ccc(C2CC(c3ccc(C)cc3)=NN2C(C)=O)cc1OC (configuration not stated)
(35) COC(=O)c1cc(NC(=O)c2cc(-c3ccc(Cl)cc3)nc3ccccc23)cc(C(=O)OC)c1
(36) O=C(OCCN=C1NS(=O)(=O)c2ccccc21)c1ccccc1Cl
Screen / compound no.,31,32,33,34,35,36
TEAD-YAP inh,6,-5,-2,-6,3,2
GPR151 ag,0.6,-0.8,-0.9,-0.1,1.2,-0.2
MITF inh,-1,2,1,6,5,16
FBW7 act,-0.1,0.7,-0.1,-0.2,0.0,0.0

(37) CCC(C)Sc1nnc(NC(=O)CCCl)s1 (configuration not stated)
(38) O=C(Nc1cc(Cl)cc(Cl)c1)C1C2C=CC3(O2)C1C(=O)N(Cc1ccccc1Cl)C3C(=O)NC1CCCCC1 (configuration not stated)
(39) NC(=O)c1ccc(-c2nc(Nc3ccc(Oc4ccccc4)cc3)c3ncn(Cc4ccc(C(F)(F)F)cc4)c3n2)cc1
(40) COc1ccc(Cl)cc1C(=O)Nc1ccc2nc(N3CCOCC3)cc(C)c2c1
(41) O=C1C(=O)N(Cc2cccnc2)C(c2ccc(Cl)cc2)/C1=C(\O)c1ccc(Cl)cc1 (configuration not stated)
(42) O=C(NCCO)c1ccc2snnc2c1
Screen / compound no.,37,38,39,40,41,42
TEAD-YAP inh,-20,-2,7,-7,1,1
GPR151 ag,-0.1,-0.3,-0.4,0.3,-0.2,2.8
MITF inh,10,-13,-6,1,6,-3
FBW7 act,0.0,0.0,0.0,-0.2,-0.1,-0.1

# 14 consecutive compounds out of the list so far, for reference:
(26) COc1cc(/C=C(\C#N)C(=O)NC2CCCCC2C)cc(Cl)c1O (configuration not stated)
(27) COc1cccc(OC)c1OC(=O)/C=C/c1ccc(C)o1
(28) Cc1nc2ccccc2n1C1CCN(C(=O)Nc2ccccc2)CC1
(29) COc1ccccc1C(=O)Nc1c(-c2ccccc2)nc2cc(C)ccn12
(30) CCC(C)(C)C1CCc2c(sc(NC(=O)c3sc4cc(C)ccc4c3Cl)c2C(N)=O)C1 (configuration not stated)
(31) CCCCOC(=O)N1CCN(C(=O)OCCCC)CC1
(32) O=c1c2c([nH]c3ccccc13)OCCC2
(33) CCOc1c(CNc2nnnn2C)cccc1OC
Screen / compound no.,26,27,28,29,30,31,32,33
TEAD-YAP inh,31,-12,-6,-22,0,6,-5,-2
GPR151 ag,1.0,0.4,0.8,-1.2,0.4,0.6,-0.8,-0.9
MITF inh,1,-6,-4,8,-2,-1,2,1
FBW7 act,0.1,-0.2,0.0,-0.2,0.1,-0.1,0.7,-0.1

(34) COc1ccc(C2CC(c3ccc(C)cc3)=NN2C(C)=O)cc1OC (configuration not stated)
(35) COC(=O)c1cc(NC(=O)c2cc(-c3ccc(Cl)cc3)nc3ccccc23)cc(C(=O)OC)c1
(36) O=C(OCCN=C1NS(=O)(=O)c2ccccc21)c1ccccc1Cl
(37) CCC(C)Sc1nnc(NC(=O)CCCl)s1 (configuration not stated)
(38) O=C(Nc1cc(Cl)cc(Cl)c1)C1C2C=CC3(O2)C1C(=O)N(Cc1ccccc1Cl)C3C(=O)NC1CCCCC1 (configuration not stated)
(39) NC(=O)c1ccc(-c2nc(Nc3ccc(Oc4ccccc4)cc3)c3ncn(Cc4ccc(C(F)(F)F)cc4)c3n2)cc1
Screen / compound no.,34,35,36,37,38,39
TEAD-YAP inh,-6,3,2,-20,-2,7
GPR151 ag,-0.1,1.2,-0.2,-0.1,-0.3,-0.4
MITF inh,6,5,16,10,-13,-6
FBW7 act,-0.2,0.0,0.0,0.0,0.0,0.0

# The list continues:
(43) COc1ccc(Cl)cc1NC(=O)CSc1ccccn1
(44) COc1ccc(CC(=O)Nc2nnc(SCC(=O)Nc3cccc(C)c3C)s2)cc1
(45) CCOC(=O)C1C(=O)C=C(c2ccc(OC)c(OC)c2)CC1c1ccco1 (configuration not stated)
(46) CC(=O)Oc1ccc(C(=O)Nc2ccccc2C(=O)Nc2cccc(C(=O)O)c2C)cc1
(47) O=C(CNC(=S)N(Cc1cccs1)C1CCCC1)NC1CCc2ccccc21 (configuration not stated)
(48) O=C(NCc1cccnc1)c1ccc(S(=O)(=O)c2ccc(F)cc2)c([N+](=O)[O-])c1
Screen / compound no.,43,44,45,46,47,48
TEAD-YAP inh,5,9,1,12,11,18
GPR151 ag,-0.4,-0.2,-0.5,1.0,1.4,-0.8
MITF inh,12,5,2,3,2,-5
FBW7 act,0.6,0.7,-0.3,-0.1,0.0,0.0

(49) C=CCn1c(SCC(=O)N2CCOCC2)nc2scc(-c3ccc(C)o3)c2c1=O
(50) O=C(Nc1cc(Cl)ccc1O)c1cc2nc(-c3ccccc3)cc(C(F)(F)F)n2n1
(51) CCCCCC1=NN(C(=O)c2ccncc2)C(O)(C(F)(F)F)C1 (configuration not stated)
(52) Cc1ccc(-c2nc3ncccc3o2)cc1NC(=O)COc1ccc(Br)cc1
(53) CC/C=C\C/C=C\C/C=C\C=C\C(O)C/C=C\CCCC(=O)O (configuration not stated)
(54) CC1CCN(C(=O)C2CCN(S(=O)(=O)c3ccccc3)CC2)CC1
Screen / compound no.,49,50,51,52,53,54
TEAD-YAP inh,-14,0,2,-1,.,2
GPR151 ag,0.3,1.6,2.3,2.0,-3.6,-0.8
MITF inh,-3,-4,-6,11,3,6
FBW7 act,0.1,0.1,0.1,0.2,.,0.0

(55) COC(=O)c1ccccc1NC(=O)COc1ccccc1Cl
(56) CCOc1ccc(NC(=O)n2nc(N)cc2-c2ccccc2)cc1
(57) CCn1c(C)nc2cc(C(=O)NNC(=O)c3cc4ccccc4oc3=O)ccc21
(58) COc1ccc2c(=O)c(Oc3ccccc3Br)c(C)oc2c1
(59) CCCCNC(=O)c1c(O)c2c([nH]c1=O)CCCC2
(60) Cc1ccc(C)n1NC(=O)c1ccc([N+](=O)[O-])cc1
Screen / compound no.,55,56,57,58,59,60
TEAD-YAP inh,4,-1,-35,13,-34,0
GPR151 ag,-1.2,-0.1,0.5,-1.0,-0.7,1.1
MITF inh,-1,6,-1,-6,-5,3
FBW7 act,-0.1,-0.2,-0.1,0.0,-0.1,-0.1

(61) Cc1csc(=NC(C)C)n1/N=C/C1CC2C=CC1C2 (configuration not stated)
(62) Cc1ccc(NC(=O)C(C(C)C)N2C(=O)c3cccc4cccc(c34)C2=O)cc1 (configuration not stated)
(63) O=C(NCCc1ccccc1)C(=O)c1c(-c2ccccc2)cc2ccccn12
(64) CC(c1ccccc1)C1C(C#N)=C(N)OC2=C1C(=O)CCC2 (configuration not stated)
(65) CCOc1ccc(-n2c(SCC(=O)Nc3cccc(Cl)c3)nc3sc4c(c3c2=O)CCCC4)cc1
(66) O=C(Nc1ccccc1C(=O)Nc1ccc(Cl)cc1)c1ccccn1
Screen / compound no.,61,62,63,64,65,66
TEAD-YAP inh,-4,9,11,6,4,-1
GPR151 ag,-1.4,0.2,-1.0,0.5,0.7,-0.8
MITF inh,-8,2,10,6,-1,-2
FBW7 act,0.1,0.1,0.1,0.0,0.0,0.0

(67) CCCc1cc(=O)n2[nH]c(NCc3ccccc3C)nc2n1
(68) CN(Cc1cccs1)S(=O)(=O)c1ccc(Br)cc1Cl
(69) CCC1=[N+](CC(C)=O)CCn2c(C)ccc21
(70) O=C(c1cccc(F)c1)N1CCN(Cc2ccc3ccccc3c2)CC1
(71) O=C(Cc1cccs1)Nc1cccc2ccc(-n3ccnc3)nc12
(72) O=C(CCN1CCN(c2ccccc2)CC1)NNC(=O)CSc1ccccc1
Screen / compound no.,67,68,69,70,71,72
TEAD-YAP inh,-5,2,2,9,5,7
GPR151 ag,1.1,0.3,-0.2,0.4,-0.4,0.4
MITF inh,6,-10,10,42,1,-4
FBW7 act,0.3,0.1,0.9,-0.2,-0.2,0.0

(73) Cc1nn(-c2ccccc2)c(C)c1C(=O)OCC(=O)Nc1ccc(C(N)=O)cc1
(74) CC(C)(C)n1nc2c(c1NC(=O)COc1ccc(Cl)cc1)CS(=O)C2 (configuration not stated)
(75) CCOc1cc(C(=S)N2CCOCC2)ccc1OC(=O)/C=C/c1ccc(OC)c(OC)c1
(76) CC1=C(C(=O)Nc2ccccc2)C(c2ccccc2)C(C#N)=C(SCC(=O)Nc2cccc(C)c2)N1 (configuration not stated)
(77) CCN(CC)C(=O)CN1CCC(c2ccc(OC)cc2)CC1
(78) COc1cc(CN2Cc3ccccc3OC(C)C2)ccc1O (configuration not stated)
(79) CN(C)S(=O)(=O)Nc1ccc(N2CCC(NCc3cc4ccccc4[nH]3)CC2)cc1
(80) CC(C)C(O)(C(=O)NN(C(=O)COc1ccccc1)c1ccccc1)C(C)C
(81) CCCCCOC(=O)c1ccc2c(c1)C(=O)N(c1cccc([N+](=O)[O-])c1)C2=O
Screen / compound no.,73,74,75,76,77,78,79,80,81
TEAD-YAP inh,9,8,1,0,-7,0,5,-3,-1
GPR151 ag,1.8,2.5,0.8,0.1,-0.6,0.2,-0.7,-0.4,-0.1
MITF inh,3,12,-8,18,-11,2,4,2,26
FBW7 act,0.0,0.0,0.2,0.1,0.0,-0.2,-0.1,0.1,0.3

# Screens: PubChem, The Scripps Research Institute Molecular Screening Center
